# BAZ2B block: inhibitors of human BAZ2B bromodomain; Q9UIF8; AlphaScreen BAZ2B-H3K14Ac peptide displacement; Potency, µM (top dose mostly 114 µM), inactives show top-dose activity change, negative = inhibition, actives largely listed as inhibitors; hit rate 4.4% among 360,000; AID 504333; note: % is set by controls: 0 for no effect and ±100 for the full control effect; nearly all actives have a fitted effect of over 60% in size
#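 Multi-concentration screen (max 110 uM) measuring displacement of acetylated histone H3 peptide from BAZ2B by AlphaScreen, using 50 nM protein, 50 nM peptide and 10 ug/mL streptavidin donor plus Ni-chelate acceptor beads.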
# Pin1 inh: blocks the human prolyl isomerase Pin1; Q13526; Pin1 FP peptide displacement, HiFluor488, 10 min; Potency, µM (series often up to 115 µM), for the others: at the highest dose activity, negative = inhibition, usual class: inhibitors; hit rate 0.009% among 390,000; active = well fitted inhibition curve with a large enough effect in the polarisation, with a control signal flat, not every such curve was filed as active; inconclusive = small, poorly fitted or top-dose-only effect, or effect the other way, or a change in a side signal; inactive = no such curve, though single readings can be large or run the other way; the % refers to the polarisation; note: % is set by controls: 0 for no effect and ±100 for the full control effect
# BLM inh: inhibitors of human Bloom syndrome helicase BLM. P54132. recombinant BLM DNA unwinding, fluorescence dequenching. Potency, µM (series often up to 56.1 µM), for inactives: at the top dose activity change, negative = inhibition, hits mostly inhibitors. hit rate 0.2% among 350,000;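 note: plate controls were vehicle for no effect and no enzyme for full effect; nearly all actives have a fitted effect of over 35% in size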
# POLI inh: inhibitors of human DNA polymerase iota; AID 588590; Pol iota fluorescent replication assay, 10 min; Potency, µM (highest dose often 115 µM), without a hit: at the highest dose activity, negative = inhibition, usual class: inhibitors; Q9UNA4; hit rate 1% among 390,000
#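 Pol iota at 10 nM preincubated 15 min with compounds at room temperature; reaction started with fluorescent substrate, 50 nM final. Fluorescence read kinetically at 0 and 10 min; buffer-only wells as negative control.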
# PGK inhibitor: T. brucei PGK inhibition; Potency, µM (highest dose often 57.5 µM), for the others: top-dose activity change, negative = inhibition, hits mostly inhibitors; PGK/GAPDH coupled, Kinase-Glo luminescence, 60 min; hit rate 0.043% among 380,000; P07378; note: % is set by controls: 0 for no effect and ±100 for the full control effect; nearly all actives have a fitted effect of over 60% in size
#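 Recombinant glycosomal PGK reaction used 1,3-bisphosphoglycerate generated in-well by GAPDH (100nM final) in 100mM TEA pH 7.6, 5mM MgCl2, 0.01% Tween-20. After 60 minutes at room temperature, ATP was read by Kinase-Glo Plus luminescence end-point.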
# GLS inhibitor: glutaminase GLS (human) inhibition; O94925; GLS enzymatic activity, qHTS titration; Potency, µM (top dose mostly 45.5 µM), without a hit: at the highest dose activity change, negative = inhibition, most hits filed as inhibitors; hit rate 0.21% among 410,000; AID 624170; note: % is set by controls: 0 for no effect and ±100 for the full control effect
# Target sequence (O94925 whole entry, looked up): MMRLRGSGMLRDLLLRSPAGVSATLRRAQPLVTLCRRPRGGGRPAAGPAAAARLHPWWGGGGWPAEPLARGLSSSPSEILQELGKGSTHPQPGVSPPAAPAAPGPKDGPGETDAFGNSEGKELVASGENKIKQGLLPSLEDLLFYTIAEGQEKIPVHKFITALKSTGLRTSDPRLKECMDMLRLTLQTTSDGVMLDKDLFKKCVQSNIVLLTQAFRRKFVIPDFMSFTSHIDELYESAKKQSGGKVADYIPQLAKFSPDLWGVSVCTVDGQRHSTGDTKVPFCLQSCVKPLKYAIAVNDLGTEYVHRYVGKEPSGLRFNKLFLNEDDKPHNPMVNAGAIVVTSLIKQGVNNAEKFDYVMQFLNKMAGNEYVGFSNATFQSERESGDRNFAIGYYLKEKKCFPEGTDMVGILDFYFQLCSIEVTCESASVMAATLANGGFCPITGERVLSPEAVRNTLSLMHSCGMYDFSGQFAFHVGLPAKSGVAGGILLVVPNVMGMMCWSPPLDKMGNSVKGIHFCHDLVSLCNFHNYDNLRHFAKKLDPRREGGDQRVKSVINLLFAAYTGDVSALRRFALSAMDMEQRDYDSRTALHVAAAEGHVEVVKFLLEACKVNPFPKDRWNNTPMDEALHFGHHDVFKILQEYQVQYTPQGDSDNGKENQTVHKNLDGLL
#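 Assay buffer: 45 mM KH2PO4 pH 8.2, 0.02% Tween-20. hKGA acts on L-glutamine (1 mM solution added); product glutamate is reported by an oxidase/peroxidase Amplex Red coupling, with fluorescence taken at baseline and 30 min.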
# JMJD2A Tudor inh: inhibitors of human JMJD2A Tudor domain; O75164; AlphaScreen JMJD2A-Tudor / H3K4me3 peptide binding; Potency, µM (titrated, usually from 114 µM), inactives show at the top dose activity change, negative = inhibition, hits mostly inhibitors; hit rate 4.4% among 390,000; note: % is set by controls: 0 for no effect and ±100 for the full control effect; nearly all actives have a fitted effect of over 50% in size
# HP1b chromo inh: inhibitors of HP1-beta chromodomain binding to methylated histone tails; Potency, µM (series often up to 114 µM), without a hit: top-dose activity change, negative = inhibition, actives largely listed as inhibitors; AID 540317; hit rate 0.56% among 390,000; AlphaScreen HP1-beta / biotin-H3K9me3 peptide binding; note: nearly all actives have a fitted effect of over 70% in size; inactives centre near 23
#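 AlphaScreen: HP1-beta (50 nM) preformed 30 min with biotin-H3(1-18)K9me3 peptide (50 nM) in PBS pH 7.4, 0.01% Tween-20. Compound added for 30 min at RT, then streptavidin donor/nickel chelate acceptor beads (10 ug/mL) for 30 min.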
# G9a block: inhibitors of human histone lysine methyltransferase G9a; Q96KQ7; G9a H3K9 monomethylation, AlphaScreen, 2 h; Potency, µM (top dose mostly 102 µM), for the others: at the top dose activity, negative = inhibition, most hits filed as inhibitors; hit rate 8.8% among 350,000; note: % is set by controls: 0 for no effect and ±100 for the full control effect; nearly all actives have a fitted effect of over 75% in size
# Target sequence (Q96KQ7 913-1193 limits assumed): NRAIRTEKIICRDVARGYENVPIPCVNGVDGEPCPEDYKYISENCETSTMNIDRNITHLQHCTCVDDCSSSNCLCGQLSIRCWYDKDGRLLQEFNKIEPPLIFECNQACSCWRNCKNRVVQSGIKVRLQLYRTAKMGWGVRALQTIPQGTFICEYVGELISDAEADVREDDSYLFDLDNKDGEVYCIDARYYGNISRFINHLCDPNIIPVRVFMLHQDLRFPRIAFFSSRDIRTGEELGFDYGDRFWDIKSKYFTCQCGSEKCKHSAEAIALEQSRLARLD
#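 Enzyme 20 nM + cpd, 15 min RT; add b-H3K9 pep 500 nM / SAM 20 uM; 2 h RT; anti-H3K9me1 Ab 0.5 ug/mL + SA donor / anti-rabbit acceptor beads 20 ug/mL each, 10 min; AlphaScreen read.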
# The depositor's hits bear a star; i = inactive; ? = inconclusive; . = no result given; [ ] = another dose, or the depositor's remark. Unless noted, calls come from the whole dose curve; as a rule, active = well fitted curve in the direction sought with a large enough effect; inconclusive = small, poorly fitted or top-dose-only effect, or another doubt; inactive = no such curve, though single readings can be large; an effect the other way counts as inactive or inconclusive. Potency is the fitted concentration of half-maximal effect.
# Every second line gives: BAZ2B block	Pin1 inh	BLM inh	POLI inh	PGK inhibitor	GLS inhibitor	JMJD2A Tudor inh	HP1b chromo inh	G9a block
> CCc1ccc(CN(C(=O)c2cccs2)C2CCS(=O)(=O)C2)cc1 (stereo not given)
  3.0%	1.8%	1.3%	14.5%	2.9%	1.8%	-11.2%	18.8%	-7.5%
> Cc1ccc(CN2CCNC(=O)C2CC(=O)NCc2csc(C(C)C)n2)cc1 (stereo not given)
  -12.4%	-15.4%	-1.3%	3.5%	-4.1%	6.0%	-17.6%	22.3%	.
> CCOC(=O)c1sc(NC(=O)C(CC)Sc2nc3ccccc3[nH]2)nc1C (stereo not given)
  .	6.8%	.	-9.3%	-7.8%	-10.4%	-6.1%	37.7%	.
> O=S(=O)(NCCCN1CCOCC1)c1ccc(Cl)cc1
  -3.5%	-4.3%	-3.1%	61.4%[activator]	-2.9%	3.5%	-10.7%	-3.6%	-9.0%
> COc1ccc(/C=N/OCC(=O)N=Nc2c(O)[nH]c3ccc(Br)cc23)cc1OC
  ?	?	-22.0%	?	-9.3%	-4.7%	-21.7%	21.5%	4.1%[59 µM]
> Fc1ccc(Nc2ncnc3ccccc23)cc1
  -33.4%	2.3%	-8.6%	117.8%[activator]	i	4.9%	-6.1%	34.5%	56.2µM*
> Cc1cc2ncn(C(=O)c3cc(-c4ccccc4)nc4ccccc34)c2cc1C
  49.6%[activator]	-0.5%	-7.1%	3.0%	-11.0%	2.5%	17.8%	69.1%[activator]	10.5%[59 µM]
> CCOc1ccc(-c2cc(C(=O)N/N=C/c3cccnc3)c3ccccc3n2)cc1
  0.2%	2.1%	-3.2%	38.5%[activator]	-0.6%	-1.9%	-1.4%	29.4%	25.8%
> CC(C)CCNC(=O)Cn1c2c(c(-c3ccccc3Cl)cc1=O)CCC2
  28.3%	5.9%	-5.9%	-1.0%	4.3%	2.5%	-13.4%	11.9%	-20.0%
> Cc1ccc(NC(=O)C(NC2CCCC2)c2ccccc2)cc1Cl (stereo not given)
  50.2%[activator]	1.7%	-12.8%	134.2%[activator]	3.8%	0.0%	4.4%[57.1 µM]	75.7%[activator]	-28.7%
> COc1ccccc1CNC(=O)CSc1ccccc1
  -4.8%	-12.4%	-3.7%	53.2%[activator]	5.1%	7.3%	14.8%	51.4%[activator]	-3.9%
> COc1ccc(OC)c2sc(N(CCN(C)C)C(=O)/C=C/c3cccs3)nc12
  -24.9%	2.3%	-9.2%	?	i	0.0%	?	7.5%[57 µM]	.
> COc1ccc(CNC(=O)COC(=O)c2c(C)nn(-c3ccccc3)c2C)cc1OC
  9.9%	1.8%	.	47.1%[activator]	-4.1%	1.1%	-13.0%	13.4%	4.0%
> CN1CCc2nc(SCC(=O)Nc3ccc(OC(F)(F)F)cc3)c(C#N)c(-c3cccs3)c2C1
  -4.1%	11.7%	-20.2%	16.2%	4.0%	-16.9%	?	-35.7%	-17.0%[59 µM]
> O=C(NC(Cc1ccccc1)C(=O)NCCc1ccccn1)c1cccs1 (stereo not given)
  5.7%	1.8%	-1.8%	-2.8%	4.1%	2.2%	-11.4%	21.2%	8.5%
> C(=N\N1CCN(C2c3ccccc3-c3ccccc32)CC1)/c1cccnc1
  39.8µM*	0.3%	-4.9%	7.7%	-4.7%	0.4%	56.2µM*	?	40.4%[0.501 µM]
> COC(=O)[C@@]12CCCN1[C@H](c1ccc(-c3ccccc3)cc1)[C@@H]1C(=O)N(C)C(=O)[C@@H]12
  -34.4%	1.2%	.	-8.6%	-5.1%	-1.5%	-31.5%	10.2%	12.8%[2.33 µM]
> Cc1cn(-c2ccc(Br)cc2)[nH]c1=O
  -3.6%	1.1%	-1.9%	?	-7.4%	16.9%	-18.0%	1.4%	-8.5%[59 µM]
> Nc1ccc(S(=O)(=O)C(F)(F)F)cc1N
  -11.2%	-6.0%	-3.2%	-8.9%	-2.7%	7.9%	-10.3%	29.4%	9.9%
> CCOc1ccc(S(=O)(=O)Nc2cnc3ccccc3c2)cc1
  -1.8%	-0.8%	-0.4%	43.0%[activator]	i	-2.2%	2.8%	53.7%[activator]	-12.5%[59 µM]
> CN(C)c1nc(SCc2ccc(Cl)cc2)nc2c1CCCC2
  92.4%[activator]	0.1%	-4.2%	6.6%	-1.2%	6.7%	92.9%[activator]	153.4%[activator]	18.7%[59 µM]
> O=C(CN1CCCN(Cc2ccc(F)cc2)S1(=O)=O)Nc1ccc2c(c1)OCCO2
  -19.8%	3.7%	-3.2%	1.7%	i	0.1%	-11.9%	29.8%	21.2%[59 µM]
> COc1ccc(CCNC(=O)CCCCCn2c(=O)[nH]c3cc(OC)c(OC)cc3c2=O)cc1OC
  -7.9%	-0.2%	0.1%	1.8%	-1.8%	-7.2%	-16.0%	36.6%[activator]	4.0%[59 µM]
> CCn1nnnc1SCC(=O)Nc1ccc(OCc2ccccc2)cc1
  -4.6%	0.0%	1.5%	?	-2.8%	-1.1%	-2.0%	23.2%	-6.7%[59 µM]
> Cc1ccc(-c2nn(-c3ccccc3)cc2CN(Cc2ccccc2)C(=O)c2ccco2)o1
  31.6µM*	36.9%[activator]	-11.9%	?	-0.1%	.	56.2µM*	-37.3%	31.6µM*
> COc1ccccc1CNC(=O)COC(=O)CSc1ccc(Cl)cc1
  0.5%	-14.8%	.	-8.4%	-3.9%	1.5%	6.5%	22.7%	-1.6%[59 µM]
> CN(CC1CCCO1)S(=O)(=O)c1ccc(C(=O)Nc2nc(-c3ccccn3)cs2)cc1 (stereo not given)
  28.2µM*	2.3%	3.8%	14.5%	2.1%	19.9%	50.1µM*	16.9%	4.1%
> CCCN1Cc2cccc(C(=O)N3CCN(c4cc(Cl)ccc4C)CC3)c2C1=O
  15.4%	0.5%	-0.5%	-16.3%	2.2%	7.6%	-9.0%	24.8%	-80.1%
> CCOC(=O)C1CCN(C(=O)C2c3ccccc3C(=O)N(C)C2c2ccc(OC)cc2)CC1 (stereo not given)
  -2.0%	-5.9%	1.3%	12.1%	2.5%	-7.8%	-6.2%	22.0%	?
> Cc1ccc2nc(/C(C#N)=C/c3cn[nH]c3-c3ccc(F)cc3)[nH]c2c1
  -5.8%	?	-12.4%	27.5%	i	7.7%	-18.2%	18.2%	63.3%[activator]

# Three compounds out of the list above, arranged by the number in PGK inhibitor, falling:
Structure | PGK inhibitor
CCOC(=O)C1CCN(C(=O)C2c3ccccc3C(=O)N(C)C2c2ccc(OC)cc2)CC1 (stereo not given) | 2.5%
COc1ccc(CCNC(=O)CCCCCn2c(=O)[nH]c3cc(OC)c(OC)cc3c2=O)cc1OC | -1.8%
CCn1nnnc1SCC(=O)Nc1ccc(OCc2ccccc2)cc1 | -2.8%

# Continued:
# Every second line gives: BAZ2B block	Pin1 inh	BLM inh	POLI inh	PGK inhibitor	GLS inhibitor	JMJD2A Tudor inh	HP1b chromo inh	G9a block
> CCc1ccc(CN(C)CC(=O)Nc2ccc(S(=O)(=O)N3CCOCC3)cc2)cc1
  -1.4%	?	.	16.2%	8.3%	-1.9%	-7.7%	37.9%	-12.3%[12.7 µM]
> CN(C(=O)CC1C(=O)NCCN1Cc1ccc2ccccc2c1)C1CCOCC1 (stereo not given)
  -8.4%	-7.9%	1.0%	17.8%	9.5%	7.4%	-14.0%	9.5%	.
> COc1ccc(NC(=O)CCNC(=O)c2ccco2)cc1Cl
  2.7%	1.6%	-0.7%	3.2%	-0.1%	-3.1%	-7.1%	30.2%	2.9%
> Cc1ccsc1/C=N/NC(=S)NCc1ccccc1
  -7.4%	2.2%	-5.8%	214.8%[activator]	-2.5%	-24.5%	-9.0%	25.7%	47.2%[activator]
> COC1OC(COC(=O)CNC(=O)OC(C)(C)C)C(O)C(O)C1O (stereo not given)
  8.1%	0.7%	1.8%	-10.0%	i	-0.3%	-17.4%	19.7%	-2.2%[59 µM]
> Cc1ccc(C(=O)CCNc2ccccc2)o1
  -9.2%	7.6%	0.9%	5.8%	8.5%	37.3%[activator]	-30.3%	14.8%	-29.8%[59 µM]
> COc1cc(/C=C/C(=O)c2ccc(C)c([N+](=O)[O-])c2)cc(OC)c1O
  -24.8%	-0.7%	-5.3%	?	-11.9%	22.9%	-26.4%	-0.5%	44.7µM*
> COc1cc(C)nc(Oc2ccc(OCc3ccccc3)nn2)n1
  4.6%	1.3%	-1.0%	10.7%	-10.7%	10.3%	-7.9%	27.4%	2.9%
> COc1ccc(NC(=O)c2c(N)c(C(=O)c3ccc(C)cc3)n3ccccc23)cc1OC
  5.5%	1.8%	-6.4%	-0.4%	.	-10.5%	-15.8%	41.2%[activator]	1.8%[59 µM]
> COc1ccc(NC(=O)COC(=O)C2=COCCO2)cc1OC
  -3.3%	-6.5%	-1.8%	25.4%	i	-2.5%	-23.4%	45.3%[activator]	8.4%
> Cc1cccc(NC(=O)CSCC(=O)Nc2ccc(S(=O)(=O)N3CCOCC3)cc2)c1
  2.4%	4.3%	.	-5.5%	i	-15.8%	-3.4%	18.2%	-31.9%
> COc1cc(CN2CCN(c3cc(C)ccc3C)CC2)cc([N+](=O)[O-])c1O
  .	-4.7%	.	8.7%	-12.9%	40.2%[activator]	?	-21.6%	.
> CCCS(=O)(=O)N1CCCC(C(=O)NCCCOC(C)C)C1 (stereo not given)
  4.5%	-14.0%	2.2%	0.5%	i	-14.6%	0.7%	28.8%	?
> CS(=O)(=O)c1ccc(NC(=O)CN2C(=O)C3CCCCC3C2=O)cc1 (stereo not given)
  -4.2%	-8.4%	-1.3%	-2.2%	i	-1.8%	-21.5%	?	18.5%
> O=C(N[C@@H](Cc1ccccc1)C(=O)O)c1cccnc1
  -33.6%	4.5%	2.4%	-13.3%	-0.3%	-6.1%	-9.7%	44.8%[activator]	50.1µM*
> CCOc1ccc(C2=Nn3c(nnc3-c3ccc(OC)cc3)SC2)cc1
  -30.5%	?	-7.3%	?	-1.1%	2.7%	-25.2%	25.6%	4.4%

# The list is partial, so the mix of outcomes need not match the whole.
